D2 antag: D2 dopamine receptor (human) antagonism. HEK293 TREx D2 cells, calcium flux, dopamine EC80. inhibition, % at 10 µM. actives 2% (n = 340,000). AID 485344; in the data active = inhibition above about 30%; also: 0% is about no effect
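Tetracycline-induced HEK293 TREx cells expressing D2 receptor forced-coupled to calcium signalling, loaded with no-wash calcium dye. Compounds added and calcium flux read 180 s, then dopamine added at EC80 and read a further 180 s.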
Vif-A3G inh: Vif-A3G binding inhibition; Q9HC16; HeLa A3G-eYFP + Vif (tagged APOBEC3G with the HIV-1 protein that degrades it), YFP fluorescence, overnight; Potency, µM (highest dose often 46.1 µM), inactives show at the highest dose activity, negative = active, usual class: inhibitors; actives 0.076% (n = 410,000); AID 602310;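 also: potency is read from the fitted curve at half-maximal effect; % is scaled to controls: 0 for no effect and ±100 for the full control effect; nearly all actives have a fitted effect of over 60% in size; hits raise eYFP signal because A3G escapes Vif-driven loss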
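HeLa cells stably expressing Vif and C-terminally eYFP-tagged A3G, seeded overnight at 37 deg C, then exposed to compound by pintool overnight at 37 deg C. Rise in yellow fluorescence (Ex 488/Em 500-530, Acumen) marks blocked Vif-driven A3G degradation.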
D2 ag: D2 dopamine receptor (human) agonism | P14416 | HEK293 T-REx D2 cells, calcium flux agonist mode | activation, % at 2 µM | actives 0.53% (n = 340,000);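 active = activation over 3 SD above normal in the single-dose calcium agonist read, cut at about 30% in these data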; also: 0% is about no effect
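Tetracycline-induced HEK293 T-REx cells with force-coupled D2 receptor, plated overnight at 30 C, loaded with no-wash calcium dye. After a 10 s baseline, compound was pin-added and calcium flux read kinetically for 180 s; calcium rises flagged agonists.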
ERG-DNA inh: inhibitors of human ERG Ets domain-DNA interaction. fluorescence polarization, His-ERG Ets domain / labelled DNA. P11308. Potency, µM (doses to about 76.9 µM), inactives show at the top dose FP activity, negative = inhibition, hits mostly inhibitors. AID 624246. actives 0.028% (n = 370,000); active = well fitted inhibition curve with a large enough effect in the polarisation, with a control signal flat; inconclusive = small, poorly fitted or top-dose-only effect, or effect the other way, or a change in a side signal; inactive = no such curve, though single readings can be large or run the other way; the % refers to the polarisation;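 also: polarization taken with two DNA probes labelled with fluorescein and Texas red; potency is read from the fitted curve at half-maximal effect; % of control where 0% means no effect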
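His-tagged ERG Ets domain (1 uM in the protein solution; 300mM KCl, 50mM Tris-HCl, 1mM EDTA, 1mM DTT, pH 7.5) received compound, then a probe mix of 5 nM fluorescein-DNA and 100nM Texas-615-DNA. Fluorescence polarization was read for both dyes.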
GRP78 ERSR act: induces the endoplasmic reticulum stress response in human glioma cells | U87-MG GRP78 promoter luciferase reporter, 16 h | Potency, µM, inactives show at the top dose activation, actives largely listed as activators | actives 0.02% (n = 420,000) | AID 602332; also: potency is read from the fitted curve at half-maximal effect; series mostly up to about 76 µM; % of control where 0% means no effect; nearly all actives have a fitted effect of over 35% in size
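ERSR induction read as luciferase luminescence (Bright-Glo, 10 min at room temperature) in stably transfected human U87-MG glioma cells exposed to compounds for 16 h, using GRP78 as sensor.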
Vif-A3F inh: inhibitors of Vif-A3F interaction; HeLa A3F-eYFP + Vif (tagged APOBEC3F with the HIV-1 protein that degrades it), YFP fluorescence increase; AID 602313; Potency, µM (highest dose often 46.1 µM), for the others: at the highest dose activity, negative = active; actives 0.2% (n = 390,000); also: potency is read from the fitted curve at half-maximal effect; % of control where 0% means no effect; nearly all actives have a fitted effect of over 65% in size
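Fluorescence increase (Ex 488/Em 500-530) after overnight compound treatment at 37 deg C flags inhibition of Vif-driven A3F-eYFP loss in stable HeLa A3F-eYFP/Vif cells seeded overnight beforehand.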
ALOX12 inh: blocks human arachidonate 12S-lipoxygenase; Potency, µM (titrated, usually from 108 µM), for inactives: at the top dose activity change, negative = inhibition, hits mostly inhibitors; P18054; actives 1.1% (n = 580,000); purified 12hLO, xylenol orange hydroperoxide absorbance; also: potency is read from the fitted curve at half-maximal effect; % is scaled to controls: 0 for no effect and ±100 for the full control effect
Target sequence (P18054 whole entry, looked up): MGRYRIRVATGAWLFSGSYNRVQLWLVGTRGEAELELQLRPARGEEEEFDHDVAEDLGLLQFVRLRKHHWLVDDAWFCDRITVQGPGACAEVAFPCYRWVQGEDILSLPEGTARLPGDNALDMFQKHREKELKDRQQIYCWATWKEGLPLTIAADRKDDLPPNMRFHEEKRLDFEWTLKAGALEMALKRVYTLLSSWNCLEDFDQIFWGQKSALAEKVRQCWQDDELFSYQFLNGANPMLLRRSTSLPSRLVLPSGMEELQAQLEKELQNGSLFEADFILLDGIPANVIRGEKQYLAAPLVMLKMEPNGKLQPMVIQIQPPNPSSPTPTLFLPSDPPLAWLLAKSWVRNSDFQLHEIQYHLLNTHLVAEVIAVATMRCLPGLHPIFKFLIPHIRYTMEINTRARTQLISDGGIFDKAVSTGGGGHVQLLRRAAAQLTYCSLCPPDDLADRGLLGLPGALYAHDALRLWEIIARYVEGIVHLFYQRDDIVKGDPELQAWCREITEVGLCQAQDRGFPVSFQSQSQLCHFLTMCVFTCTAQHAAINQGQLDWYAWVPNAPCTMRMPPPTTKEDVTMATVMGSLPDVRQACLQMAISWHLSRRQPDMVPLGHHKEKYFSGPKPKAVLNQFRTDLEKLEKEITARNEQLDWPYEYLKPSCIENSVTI
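Purified human 12hLO (150 nM final) in 25 mM Hepes, 0.01% Triton X-100, pH 7.0 was preincubated 15 min at room temperature with compound. Then 40 uM arachidonic acid was added, 30 min. Hydroperoxide was read by Fe-XO absorbance ratio 573/405 nm.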
RGS4 inh: human RGS4 inhibition | P49798 | Transcreener GDP fluorescence polarization, RGS4-accelerated GTP hydrolysis | Potency, µM (titrated, usually from 114 µM), inactives show at the top dose activity change, negative = inhibition, usual class: inhibitors | actives 0.039% (n = 390,000) | AID 504845; also: potency is read from the fitted curve at half-maximal effect; % is scaled to controls: 0 for no effect and ±100 for the full control effect; nearly all actives have a fitted effect of over 75% in size; some results filed as inactive show a strong effect at the top dose
Target sequence (P49798 whole entry, looked up): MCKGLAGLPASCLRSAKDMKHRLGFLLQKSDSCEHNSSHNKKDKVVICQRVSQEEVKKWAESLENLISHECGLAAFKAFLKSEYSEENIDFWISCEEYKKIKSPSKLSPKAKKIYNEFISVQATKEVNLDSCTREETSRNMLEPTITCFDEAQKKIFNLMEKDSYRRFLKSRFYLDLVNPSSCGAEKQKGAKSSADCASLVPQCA
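MLSMR compounds (23 nl, pin-transferred) preincubated 10 min at room temperature with a 500nM (2x) first reagent, then RGS4 at 900nM (2x) plus Transcreener GDP mix added; fluorescence polarization (620/688 nm) read before and after 90 min at 30 °C.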
LDHA inh: blocks human lactate dehydrogenase A; actives 0.15% (n = 480,000); purified LDHA, NADH/diaphorase-resazurin fluorescence; hits give low values; P00338; activity change, % (values are at about 110 or 230 µM); in the data active = activity change below about -30%; inconclusive = mostly about -25% to -30%;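 also: plate controls were DMSO wells for no effect and wells without enzyme for full effect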
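Resorufin fluorescence (ex540/em590), read at 0 and 20 min after diaphorase/resazurin addition, reports the NADH left after a 5 min room-temperature reaction of 2 nM human LDH5 with 0.06 mM NADH and 0.2 mM pyruvate.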
Active calls of the source: *; ? = inconclusive; nt = not tested or not shown; & = joins results of further samples; [ ] = dose if it differs, or a comment. Unless noted, calls follow the shape of the dose curve; as a rule, active = well fitted curve in the direction sought with a large enough effect; inconclusive = small, poorly fitted or top-dose-only effect, or another doubt; inactive = no such curve, though single readings can be large; an effect the other way counts as inactive or inconclusive. These rows are one share of the data; count on the stated rates, not on these rows.

no.	compound	D2 antag	Vif-A3G inh	D2 ag	ERG-DNA inh	GRP78 ERSR act
1	CC1CCN(c2cc(N3CCOCC3)c(F)cc2[N+](=O)[O-])CC1	nt	-7%	nt	1%	-2%
2	Cc1cccc(C(=O)O/N=C(\N)Cc2cccc3ccccc23)c1	nt	0%	nt	-3%	-3%
3	CCOC(=O)C1CCCN(C(=O)CCCn2c(=O)c3cccn3c3cccnc32)C1 (stereo not given)	12	0%	-0.2	-2%	-4%
4	COCC(=O)N1CCN(c2cccc(C(F)(F)F)c2)CC1	44*	5%	0.4	6%	-1%
5	CC(=O)Nc1ccccc1NS(=O)(=O)c1ccccc1[N+](=O)[O-]	-6	2%&-1%	0.3	-10%	0%&-3%
6	COc1ccc(C2c3cc4c(cc3OC(NNC(N)=O)C2C)OCO4)cc1 (stereo not given)	nt	?	nt	20%	-3%
7	CC1CC(=O)Nc2ccccc2N1S(=O)(=O)c1ccc(C#N)cc1 (stereo not given)	1	-1%	0.9	7%	-4%
8	CCCN1CCN(S(=O)(=O)c2c(C)[nH]c(C)c2C(=O)N2CCCCC2)CC1	11	3%	0.5	3%	9%
9	COc1ccc(C(=O)CSc2nnc(Cn3cnc4ccccc43)o2)cc1	-2	0%	-0.9	-16%	-2%
10	NC(=O)CC(NC(=O)c1ccccc1)c1ccc(NC2CCN(Cc3ccccc3)CC2)c([N+](=O)[O-])c1 (stereo not given)	10	-2%	0.0	6%	-4%
11	CC1CCN(CCCNC(=O)c2ccc3c(Cl)c4c(nc3c2)CCCC4)CC1	1	4%	0.3	-6%	0%
12	Cc1cc(C(=O)Nc2c(C)nn(Cc3ccc(F)cc3)c2C)on1	-3	5%	0.4	-3%	-2%

no.	Vif-A3F inh	ALOX12 inh	RGS4 inh	LDHA inh
1	nt	3%	2%	0
2	?	nt	7%	-1
3	0%	-18%	-13%	-10
4	0%	-10%	-5%	2
5	2%	8%	4%&-26%	7&-1
6	6%	-20%	-21%	1
7	13%	114%[activator]	-21%	1
8	-2%	3%	-3%[11.4 µM]	0
9	0%	3%	-22%	-11
10	3%	1%	8%	-3
11	-3%	2%	9%	-1
12	-8%	?	23%	-8

Other records
no.	compound	D2 antag	Vif-A3G inh	D2 ag	ERG-DNA inh	GRP78 ERSR act
13	COc1cc(OC)c(C(=O)NCc2cccnc2)cc1OC	-11	0%	-0.1	-2%	-1%
14	N#CC1(Nc2ccc(S(N)(=O)=O)cc2)CCCC1	nt	-2%	nt	-3%	-5%
15	Cc1cc(C)c(C#N)c(SCCS(=O)(=O)Cc2ccccc2)n1	2	2%	0.9	nt	-1%
16	O=C(Nc1ccc(Cl)c(Cl)c1)c1cccc(S(=O)(=O)NCc2cccnc2)c1	-2	-10%	-0.8	-2%	-7%
17	Cc1ccccc1/C=C/C(=O)c1ccc([N+](=O)[O-])o1	9	-19%	0.4	-1%	-10%
18	CCOc1ccccc1CN1CCN(S(C)(=O)=O)CC1	4	1%	-0.2	nt	-3%
19	Cc1ccc(C2NC(=O)c3c(sc4c3CCN(C)C4)N2)s1 (stereo not given)	-15	-16%	2.0	nt	4%
20	CCCN=Cc1ccc(O)cc1	-9	3%	0.6	3%	1%
21	COc1ccccc1COC(=O)c1cccc(S(=O)(=O)N2CCCC2)c1	42*	-2%	-0.2	5%	1%
22	CCOC(=O)C(NC(C)=O)C(=O)Nc1ccc(OC)cc1 (stereo not given)	-6	-5%	0.0	9%	0%
23	CSC1CCCCC1(O)CSc1nc2ccccc2o1 (stereo not given)	-6	-8%	0.1	nt	-4%
24	Cc1cccc(-n2nc3c(c2NC(=O)c2c(F)cccc2F)CS(=O)(=O)C3)c1C	-6	1%	1.2	3%	-3%

no.	Vif-A3F inh	ALOX12 inh	RGS4 inh	LDHA inh
13	-1%	-6%	-18%	-2
14	5%	-1%	?	-1
15	-2%	9%	27%	-17
16	-11%	-12%	18%	-8
17	-2%	0%	?	15
18	1%	?	6%	-23
19	-32%	316%[activator]	-37%	-3
20	-10%	-12%	?	0
21	-14%	1%	-31%	3
22	-30%	4%	-33%	1
23	-1%	-20%	-13%	-6
24	1%	5%	-1%	-7

Compound profiles (already shown):
`Cc1ccc(C2NC(=O)c3c(sc4c3CCN(C)C4)N2)s1` (stereo not given) reads D2 antag = -15; Vif-A3G inh = -16%; D2 ag = 2.0; ERG-DNA inh = nt; GRP78 ERSR act = 4%; Vif-A3F inh = -32%; ALOX12 inh = 316%[activator]; RGS4 inh = -37%; LDHA inh = -3
`Cc1cccc(-n2nc3c(c2NC(=O)c2c(F)cccc2F)CS(=O)(=O)C3)c1C` reads D2 antag = -6; Vif-A3G inh = 1%; D2 ag = 1.2; ERG-DNA inh = 3%; GRP78 ERSR act = -3%; Vif-A3F inh = 1%; ALOX12 inh = 5%; RGS4 inh = -1%; LDHA inh = -7

(cont.)
no.	compound	D2 antag	Vif-A3G inh	D2 ag	ERG-DNA inh	GRP78 ERSR act
25	Cc1cccn2c(=O)c(C(=O)NC3CCCCC3C)c(O)nc12 (stereo not given)	8	3%	-0.9	-1%	-1%
26	Cc1c(C#N)c(N=CN(C)C)c(C(=O)c2ccccc2)n1-c1ccc(Br)cc1	-3	-14%	-0.3	-9%	-1%
27	C/C(=N/NC(=O)c1ccoc1C)c1ccc(NC(=O)C2CCCC2)cc1	-13	0%	-1.6	-12%	-8%
28	Cc1nc2c(c(C)nn2-c2ccccc2)c(C)c1CCC(=O)Nc1ccc(F)cc1	nt	0%	0.1	-2%	-2%
29	COc1ccc(NC(=O)C2CCN(S(=O)(=O)c3c(C)noc3C)CC2)cc1Cl	nt	-1%	nt	-1%	0%
30	CCn1c(CCNC(=O)c2cccs2)nnc1SCC(=O)Nc1cccc(Cl)c1	nt	-2%	nt	1%	-2%
31	CCCc1cc(=O)[nH]c(SCc2cc(=O)oc3cc(C)c(C(C)C)cc23)n1	-1	-4%	0.9	9%	-4%
32	CN(c1ccccc1C(=O)Nc1ccccc1C(=O)NCc1ccco1)S(C)(=O)=O	-13	1%	0.0	2%	-4%
33	C#CCN1C=CC(=O)[C@@H](OC(=O)Nc2ccc(C)cc2)[C@H]1c1ccccc1Br	nt	3%	nt	3%	-1%
34	CC1=NCCN1S(=O)(=O)c1ccccc1[N+](=O)[O-]	4	5%	0.1	1%	-1%
35	CC(NC(=O)Cn1nc(-c2ccccc2)c2ccccc2c1=O)c1ccccc1 (stereo not given)	18	0%	-0.5	-5%	12%
36	COc1cc(O)c(C(CC(=O)N2CCOCC2)c2ccc3c(c2)OCO3)c(OC)c1 (stereo not given)	-14	1%&5%	-0.2	3%	0%&-2%

no.	Vif-A3F inh	ALOX12 inh	RGS4 inh	LDHA inh
25	-10%	-1%	12%	7
26	3%	3%	-35%	3
27	-19%	-6%	23%	-5
28	3%	-7%	11%	-6
29	4%	3%[57.4 µM]	16%	-5
30	1%	-27%	-20%	3
31	-14%	-6%	4%	-2
32	-21%	-13%	7%	1
33	12%	-9%	21%	-1
34	-5%	-5%	14%	-8
35	1%	-10%	1%	-9
36	2%	4%	1%&9%	1&0

(listing goes on)
no.	compound	D2 antag	Vif-A3G inh	D2 ag	ERG-DNA inh	GRP78 ERSR act
37	Cc1cc(C(F)(F)F)cc(NNC(=O)NC(=O)c2c(F)cccc2Cl)n1	-1	0%	0.2	-16%	1%
38	O=C(c1c2c(nc3ccccc13)C(=O)N(C1CCCCC1)C2)N1CCN(c2ccc(F)cc2)CC1	nt	-3%	0.0	2%	-2%
39	CCCCNC(=O)Cn1cnc([N+](=O)[O-])n1	9	0%	0.5	7%	0%
40	CCOC(=O)CC(=O)Nc1ccsc1C(N)=O	-1	-7%	-1.0	-3%	-4%
41	Fc1ccc(-c2csc(-c3nc(-c4ccc(Br)s4)cs3)n2)cc1	nt	-6%	0.7	-5%	-3%
42	O=c1[nH]c(/C=C/c2ccccc2[N+](=O)[O-])nc2ccccc12	21	0%	1.1	nt	2%
43	CN(Cc1ccn[nH]1)C(=O)C1CCC(=O)N(Cc2cccc(C(F)(F)F)c2)C1 (stereo not given)	1	-1%	0.9	12%	-5%
44	CCOC(=O)[C@H]1[C@H]2COc3ccc(C)cc3[C@@H]2N2C(=O)c3cc(C)ccc3NC(=O)[C@@]12C	nt	-4%	nt	-6%	0%
45	CCOC(=O)C1(CCc2ccccc2)CCN(C(=O)C(C)n2cncn2)CC1 (stereo not given)	-8	3%	1.1	-7%	-2%
46	CCOC1=C2[C@H](c3ccccc3F)N(S(=O)(=O)c3ccc(C)cc3)C[C@H]2n2c(=O)n(-c3ccccc3)c(=O)n2C1	nt	0%	nt	nt	-5%

no.	Vif-A3F inh	ALOX12 inh	RGS4 inh	LDHA inh
37	20%	103%[activator]	-2%	0
38	1%	?	6%	-2
39	2%	0%	18%	-7
40	2%	-10%	-2%	-3
41	-1%	-7%	5%	-17
42	-20%	3%	18%	-5
43	-4%	2%	-23%	0
44	2%	?	10%	-8
45	-1%	1%	-17%	-3
46	nt	?	nt	-5

Assay outcomes (PubChem)
